# High-throughput results deposited in PubChem BioAssay by several laboratories.
# P. falciparum M17LAP – P. falciparum M17LAP inhibitors, primary screen, biochemical, fluorogenic H-Leu-NHMec substrate, 1536-well (AID 1619). Leucine aminopeptidase (Plasmodium falciparum (isolate 3D7)). recombinant M17LAP, H-Leu-NHMec fluorogenic kinetic assay; higher % means a stronger effect. inhibition, % at 30 µM, or IC50 in µM where a hit was titrated. hit rate 0.38% among 220,000;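 active = compound inhibiting the enzyme by more than half at any dose during confirmatory dose-response retesting; inconclusive = strong single-dose inhibitors picked by rank but not retested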;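 note: plate controls were full reaction with DMSO carrier for no effect and no enzyme background for full effect; strong numbers were not always called active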
# Ins promoter up – insulin promoter activators in MIN6 cells, imaging, high-content screening, mouse beta cells; hit rate 0.3% among 190,000; z-score at 5 µM; MIN6 insulin promoter-GFP reporter; hits give high values;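 active = z-score above 3 at 5 µM with at least 500 cells counted in the well; inconclusive = wells under 500 cells, flagged as cytotoxic or low count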
# CSM14.1 death rescue – rescue of cells from ER stress-induced death, primary screen, 384-well, CSM14.1, thapsigargin, ATP luminescence (AID 1222); cellular ATP content (survival), % at 20 µM; hits with a dose series show EC50 in µM; 190,000 tested, under 10 active; CSM14.1 thapsigargin-induced death rescue, ATP luminescence; higher % means a stronger effect;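 active = EC50 below 50 µM in the dose-response confirmation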;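 note: death triggered by thapsigargin at about 15 µM added after 2 h compound pretreatment; cell ATP read after overnight thapsigargin exposure of roughly 18 to 22 hours; normalized against plate controls of thapsigargin alone and 5% DMSO vehicle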
# bCat nuc transl – modulators of beta-catenin nuclear translocation, primary screen, imaging, HeLa cells, immunofluorescence, high-content. nuclear translocation activity, % at 5 µM. hit rate 0.3% among 190,000. AID 1665, 2009;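 active = nuclear translocation activity above 50% at 5 µM, with a well cell count of 50 or more; inconclusive = wells under 50 cells across six images, flagged as toxic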;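 note: per-cell ratio of nuclear to cytoplasmic median beta-catenin stain intensity; plate controls were DMSO negative control for no effect and GSK-3 inhibitor IX positive control for full effect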
#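 test system = HeLa cells, endogenous beta-catenin | dosing = single 5 µM dose plus 0.02–20 µM confirmation series | times = compound treatment 24 h, 37°C, 5% CO2 | technique = beta-catenin immunofluorescence imaging with DAPI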
# MT stabilize HCS – microtubule stabilizers in HeLa cells, primary screen, imaging, high-content imaging | HeLa tubulin immunostaining HCS, 24 h; share of cells brighter than vehicle mean+2SD | hit rate 0.83% among 200,000 | % tubulin-high responders, % at 10 µM | AID 2205, 2009;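 active = plate Z-score above 3 for both tubulin-high and condensed-nucleus cell shares, with cell loss under 80%, at 10 µM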;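 note: anti alpha tubulin signal scored within the nucleus-defined area of each cell; some results filed as inactive read as strong as hits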
# Autophagy mod – autophagy modulators in MEF cells, primary screen, imaging, high-content, MEF GFP-LC3; MEF GFP-LC3 puncta imaging; test concentration mostly 10 µM; calls only at 10 µM (by protocol); hit rate 0.98% among 190,000; AID 463193, 2010;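 active = percentage of spot-positive cells more than 3 SD above its plate mean, without a fluorescence outlier flag or 80% toxicity; inconclusive = no clear call, values can overlap the other calls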;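 note: spot-positive cell cutoff set from DMSO-treated cells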
# M1AAP inhibition – P. falciparum M1AAP inhibitors, biochemical, fluorogenic H-Leu-NHMec substrate, 1536-well (AID 1445); Aminopeptidase N (Plasmodium falciparum (isolate 3D7)); recombinant M1AAP, H-Leu-NHMec fluorogenic kinetic assay; higher % means a stronger effect; hit rate 0.42% among 220,000; inhibition, % at 30 µM, or IC50 in µM where a hit was titrated;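 active = primary inhibition above the hit cutoff, then over 50% inhibition at one or more dose response concentrations, cut at about 23% in these data, passing the limit was not always enough; inconclusive = conflicting primary data, or primary hits not chosen for dose response; inactive = low primary inhibition, or under 50% at every dose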;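 note: plate controls were DMSO full reaction for no effect and no enzyme background for full effect; strong numbers were not always called active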
# Dynein transport – inhibitors of GR-EGFP nuclear translocation, primary screen, dynein cargo transport inhibitor project, imaging, high-content, 3617.4 mouse cells; AID 1381, 2008; hit rate 0.47% among 220,000; test concentration mostly 20 µM; stimulated with dexamethasone, 1 µM; hits give low values; z-score, hits read low;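 active = plate z-score of nuclear minus cytoplasmic receptor signal below a set negative limit, without overly bright fluorescence or cell loss, cut at about -3.5 in these data, passing the limit was not always enough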;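 note: z-score of nuclear minus cytoplasmic ring GR-EGFP intensity difference per well; some compounds called inactive have numbers as strong as hits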
#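 Schedule: 48 h induction, then 1 h compound, then 30 min agonist, 37 °C. Buffer or medium: tetracycline-free induction medium containing charcoal-stripped FBS. Reagent: 1.0 µM final dexamethasone stimulus. Evaluation: nuclear versus cytoplasmic GR-EGFP signal, averaged per well. Signal: high-content fluorescence imaging after fixation.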
# UTI89 phage lysis – inhibition of K1F phage lysis, E. coli UTI89, bacterial capsule biogenesis inhibitors, alamar blue (AID 488966). E. coli UTI89 K1F phage lysis, alamar blue, 2 h; higher % means a stronger effect. one-dose inhibition, % at 100 µM; IC50 in µM for titrated hits. hit rate 0.02% among 340,000;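 active = phage lysis inhibition, versus mean bacterial control, above a set limit; inconclusive = no clear call, values can overlap the other calls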;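 note: capsule biogenesis inhibitors block K1F phage lysis so surviving cells raise fluorescence; higher fluorescence means more inhibition of phage lysis; actives were called in the ten point dose series up to 300 µM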
# Dynein transport cytoplasmic EGFP – second read-out of Dynein transport, no call of its own (marks repeat the call); z-score; measured here: cytoplasmic GR-EGFP intensity; hits give high values
# Dynein transport nuclear GR-EGFP – also measured in Dynein transport; calls as there; z-score; measured here: nuclear GR-EGFP intensity;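 lower value marks the stronger effect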
# Dynein transport cell count – further read-out of Dynein transport, marked with its call; z-score; measured here: cell count per field
# Ins promoter up cell count – second read-out of Ins promoter up, no call of its own (marks repeat the call); cell count; measured here: cytotoxicity, nuclei count;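 total cells summed across four imaged fields per well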
# bCat nuc transl cell count 5 µM – second read-out of bCat nuc transl, no call of its own (marks repeat the call); cell count; measured here: cell count, cytotoxicity flag
# MT stabilize HCS Hoechst-high % – further read-out of MT stabilize HCS, marked with its call; % Hoechst-high responders; measured here: nuclear condensation Hoechst responders;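 share of cells brighter than vehicle mean plus two SD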
# MT stabilize HCS cytotoxicity % – further read-out of MT stabilize HCS, marked with its call; toxicity, %; measured here: cytotoxicity by cell density;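 0% = mean cell density of plate MIN control wells and 100% = no cells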
# Autophagy mod cell loss 18 h – further read-out of Autophagy mod, marked with its call; toxicity, %; measured here: cell loss, nuclei count;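 cell loss after 18 h compound exposure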
# Numbers without * were called inactive; i = inactive; ? = inconclusive; nt = not tested or not shown; [ ] = remark or other dose. Compounds as they come. About 2.9% of those tested had a hit in this group.
SMILES,P. falciparum M17LAP,Ins promoter up,Ins promoter up cell count,CSM14.1 death rescue,bCat nuc transl,bCat nuc transl cell count 5 µM,MT stabilize HCS,MT stabilize HCS Hoechst-high %,MT stabilize HCS cytotoxicity %,Autophagy mod,Autophagy mod cell loss 18 h,M1AAP inhibition,Dynein transport,Dynein transport cytoplasmic EGFP,Dynein transport nuclear GR-EGFP,Dynein transport cell count,UTI89 phage lysis
O=C1C=C(NCCN2CCOCC2)C(=O)c2cnccc21,2%,?,nt,-5.8%,6.1,75,23,83,94,i,-1,13%,-2.3,0.4,-0.28,0.31,nt
Cc1cc2c(nn1)CCc1c-2no[n+]1[O-],17%,-0.34,1161,nt,-1.5,1314,nt,nt,nt,nt,nt,4%,0.22,-0.28,-0.0018,0.42,-1.3%
CCCOC(=O)c1ccc(NC(=O)c2ccc(Br)o2)cc1,5%,-0.28,1256,1.8%,-1.2,990,1.8,3.5,5.4,i,2,3%,-0.68,0.5,-0.41,0.73,2.5%
O=C(N/N=C/c1ccc2c(c1)OCO2)C1COc2ccccc2O1 (stereo unspecified),-7%,0.06,1645,-1.3%,-2.4,1372,41*,29*,25*,i,-30,-1%,-0.12,-0.23,0.44,1.2,-0.1%
CCN(CC)S(=O)(=O)c1cccc(C(=O)N/N=C/c2cc(OC)c(O)c(OC)c2)c1,-8%,0.64,1449,-1.5%,-2.3,1133,5.1,2.0,9.1,i,-3,10%,-1,-0.23,-0.54,0.076,-3.5%
CCn1cc([N+](=O)[O-])nc1C,13%,-0.02,1279,0.1%,4.0,575,2.8,2.4,2.2,i,3,0%,-0.059,-0.29,-0.21,0.079,0.1%
O=C1CS/C(=N/N=C/c2ccco2)N1Cc1ccc(F)cc1,-5%,0.39,985,nt,-1.7,1346,nt,nt,nt,nt,nt,0%,-0.28,-0.27,0.27,1.3,nt
OCCN1CCN(Cc2cccc(Oc3ccc(Cl)cc3)c2)CC1,-5%,-1.9,1181,-1.4%,0.4,1118,7.1,4.5,6.7,i,-10,10%,1.1,-0.26,0.48,-0.08,15%
CC1(C)OC(=O)C(=CNc2ccc(F)cc2)C(=O)O1,8%,0.39,1077,-0.4%,-3.5,846,1.2,1.1,3.7,i,-4,12%,-0.85,-0.19,-0.48,0.9,0.1%
C(=N\Nc1nn[nH]n1)/c1ccccc1,20%,-1.4,967,-1.0%,nt,nt,2.3,1.9,9.8,i,-10,1%,2.5,0.33,2.2,-1.8,0.9%
CCC(=O)Nc1sc(Cc2ccccc2)c(C)c1C(N)=O,-2%,nt,nt,2.2%,-0.5,1075,0.5,1.4,3.8,i,3,4%,1.6,-0.25,0.74,-0.41,-1.1%
Clc1ccc(CSc2nnc(-c3ccncc3)s2)cc1,-1%,-0.25,1326,nt,-3.9,1174,nt,nt,nt,nt,nt,3%,0.28,-0.27,0.082,-0.086,0.3%
CCCCN(CC)CCCNC(=O)CC1Nc2ccccc2NC1=O (stereo unspecified),10%,-0.29,1279,0.5%,-4.3,964,4.7,1.6,0.1,i,13,10%,-0.25,-0.2,0.3,-0.97,1.5%
CSc1nc2sc3c(c2c(=O)[nH]1)CCC3,-9%,0.26,1262,-1.2%,nt,nt,1.3,3.6,9.0,i,-4,2%,0.48,-0.32,0.13,-0.0054,5.4%
C#CCOC(=O)Nc1cc(C)n(-c2ccccc2)n1,16%,-0.71,1480,nt,-3.2,1173,nt,nt,nt,nt,nt,6%,-0.56,-0.24,-0.31,0.021,0.6%
CC(C)Oc1cccc(C(=O)C2CCCN(S(C)(=O)=O)C2)c1 (stereo unspecified),4%,0.51,1370,-0.9%,-0.3,1016,2.8,1.7,5.7,i,8,-4%,-0.84,-0.3,-0.34,1.6,-2.2%
Cc1ccc2c(c1)Oc1ccccc1C=C2C(=O)O,nt,-0.35,1438,0.3%,-0.5,1022,3.6,1.9,12,i,-2,nt,0.77,-0.15,1.1,-0.38,0.9%
CC1(C)Cc2cccc(OCC(=O)NCCOc3ccccc3)c2O1,7%,-0.82,1181,-0.1%,-0.4,1028,3.4,1.3,5.6,i,18,20%,-0.24,-0.29,-0.082,0.53,0.1%
O=C(CCCN1C(=O)/C(=C/c2ccccc2Cl)SC1=S)NNC(=O)c1ccncc1,-5%,-0.03,1037,nt,0.6,1288,nt,nt,nt,nt,nt,2%,-0.15,-0.23,-0.049,-0.17,0.5%
COc1cc(-c2nnc3sc(C4CCCCC4)nn23)cc(OC)c1OC,-5%,-4.2,1391,-1.3%,0.9,985,3.7,2.3,9.1,i,-2,6%,0.083,-0.18,0.23,-0.44,5.2%
COc1ccc(Br)cc1CN(C)CC(=O)Nc1cc([N+](=O)[O-])ccc1OC,-2%,-0.51,1289,-2.0%,0.6,1071,1.4,1.7,5.9,i,-7,12%,-0.33,-0.085,-0.31,-0.57,0.1%
Cc1ccc(C(=O)C(=O)c2ccc(C)c(N)c2)cc1N,2%,0.3,1376,nt,-2.5,1010,nt,nt,nt,nt,nt,3%,1.7,-0.27,0.71,-0.59,-0.9%
Cc1ccc(C(=O)N/C(=C\c2cccs2)c2nc3ccccc3[nH]2)cc1,6%,-0.31,1331,-3.2%,-0.5,1026,4.1,1.9,8.2,i,12,10%,0.016,-0.28,0.45,0.08,5.6%
N#C/C(=C\c1ccc(OC(=O)c2cccs2)cc1)c1nc2ccccc2[nH]1,6%,-0.39,1285,-5.5%,1.6,493,1.8,2.0,7.8,i,3,6%,0.69,-0.35,0.69,0.28,0.7%[50 µM]
CC(OCCN(C)C)C(=O)C12CC3CC(CC(C3)C1)C2 (stereo unspecified),0%,-0.07,1118,nt,0.4,1299,nt,nt,nt,nt,nt,0%,0.25,-0.25,0.13,-0.21,nt
CCOC(=O)c1c(NC(C)=O)sc2c(O)cccc12,-5%,0.17,1066,-1.2%,4.6,1088,4.5,2.7,6.3,i,5,12%,-0.56,-0.26,0.37,0.45,0.4%
O=C(c1ccccc1O)N1N=C(c2ccccc2)CC1(O)C(F)(F)F (stereo unspecified),4%,-0.34,1165,-6.8%,-0.8,1132,3.5,3.0,7.5,i,17,-3%,2.6,-0.17,1.6,-1.2,-0.2%
Cc1csc(NC(=S)Nc2cccc(Cl)c2)n1,5%,0.45,1453,-0.6%,nt,nt,1.2,3.9,9.6,i,0,1%,0.63,0.24,0.37,-0.27,-0.6%[50 µM]
COc1ccc(CCNc2c(N)n(Cc3ccccc3)c(=O)[nH]c2=O)cc1OC,3%,nt,nt,0.3%,-7.8,1209,2.8,2.9,11,i,-12,4%,-0.31,-0.18,-0.006,0.31,0.4%
COc1ccc(C)cc1NC(=O)c1cc2ccccc2cc1OCC(=O)NCc1ccco1,-6%,-0.49,857,-2.7%,-0.4,1010,6.2,33,34,i,6,0%,i,nt,nt,-4.9,-0.4%
Cn1nc(-c2ccc(Cl)cc2)c2cc(C(=O)NCCN3CCOCC3)sc21,-1%,-0.37,727,-1.2%,nt,nt,2.2,3.2,9.5,i,11,5%,-0.67,-0.23,-0.23,0.96,7.6%
Cc1cc(C)nc(CCNC(=O)c2cc(COc3ccc(F)cc3F)on2)n1,-9%,-1.1,1376,0.3%,-0.7,1132,3.7,2.3,4.4,i,-31,0%,-0.39,-0.28,-0.23,0.95,0.1%
CCC(C)NCCOc1ccc(Br)cc1 (stereo unspecified),10%,nt,nt,-0.7%,-6.5,1197,1.5,1.8,8.1,i,1,-6%,-0.79,-0.26,-0.47,0.94,0.8%
O=C(NN1C(=O)c2ccc(-c3ccc4c(c3)C(=O)N(NC(=O)c3cccnc3)C4=O)cc2C1=O)c1cccnc1,26%,0.82,1568,0.5%,0.5,891,4.7,1.9,5.6,i,-5,-6%,1.1,-0.21,0.57,-0.6,0.1%
Cc1cccc(-c2cc3nc(C)cc(N4CC(C)CC(C)C4)n3n2)c1 (stereo unspecified),-15%,-0.69,812,7.2%,-0.9,1046,1.6,1.2,8.5,i,-11,2%,-1.1,-0.2,-0.41,-0.38,1.3%
CC(=O)N1CCc2cc(Br)cc(S(=O)(=O)NCCN3CCCCC3C)c21 (stereo unspecified),-11%,-0.02,1365,-0.1%,-2.6,956,3.3,2.6,13,i,31,14%,-0.35,-0.18,-0.012,0.47,0.2%
Cc1oc(C(N)=O)nc1-c1ccccc1,0%,0.02,1435,nt,-0.2,1002,nt,nt,nt,nt,nt,-5%,0.46,-0.22,0.22,0.49,-1.0%
CCCC1=C([O-])C2N=CC=CC2=[N+](c2ccccn2)C1=O (stereo unspecified),3%,-0.21,1257,-0.5%,2.9,510,3.0,2.5,8.5,i,-3,12%,0.91,-0.27,0.45,0.32,2.0%[50 µM]
